Lung fibro prol = blocks proliferation of human lung fibroblasts. LL 47 human lung fibroblast viability, ATP luminescence; active compounds read low. viability, % at 10 µM. 85,000 compounds, 1.1% hits;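 active means viability at or below 50% in the single dose screen; inactive means viability above 50%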;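 further: compound exposure lasted 72 h before the ATP readout; 100% = median luminescence of untreated cell-only wells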
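test system = LL 47 human lung fibroblasts | amount = 1,150 fibroblasts seeded per well | medium = 15% FBS in IMEM | times = overnight cell rest, 72 h compound treatment at 37 °C | measured by = CellTiter-Glo luminescence measuring cellular ATP | read-out = viability percentage against median untreated-cell control | benchmarks = cell-only wells, no compound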
Calb biofilm kill = kills Candida albicans biofilms; C. albicans biofilm + clotrimazole, Alamar Blue; inhibition, % at 6 µM; 85,000 compounds, 0.14% hits;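 active means inhibition above 20%; inactive means inhibition below 20%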;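 further: preformed 24 hr biofilms exposed to compound for 48 hr; 0% = biofilm without compound and 100% = blank killed by clotrimazole plus chlorhexidine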
ERb SRC1 inh = ER-beta (human) coactivator binding inhibition. Q92731. TR-FRET ER-beta LBD / SRC1-Cy5 peptide binding; receptor agonist-loaded with 1 µM estradiol. inhibition, % at 25.6 µM. 86,000 compounds, 1.3% hits. AID 633;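 active means compounds whose percent inhibition of the receptor-coactivator binding signal exceeds about 50% in the single-dose screen, limit read from the data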;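 further: 0% = receptor plus peptide wells without compound and 100% = peptide-only wells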
HUVEC prolif 384 = blocks proliferation of human endothelial cells; HUVEC proliferation, CellTiter-Glo luminescence, 72 h; active compounds read low; viability, % at 10 µM (by protocol); 86,000 compounds, 1.1% hits; AID 648;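 active means viability at or below 30%; inactive means viability above 30%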;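 further: 100% = median luminescence of DMSO-only cell control wells on each plate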
ERa coact inh = blocks coactivator binding to human estrogen receptor alpha | 86,000 compounds, 1.7% hits | inhibition, % at 25.6 µM | TR-FRET ER-alpha LBD / SRC-1 peptide, estradiol-bound; in the data active means inhibition above about 50%;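 further: 0% = receptor plus peptide control and 100% = peptide only without receptor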
Smad3 inh = Smad3 (human) transcription factor binding inhibition | TR-FRET Smad3/Dy647-FoxH1 peptide binding, europium anti-His | P84022 | 88,000 compounds, 0.29% hits | inhibition, % at 25 µM;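 active means compounds that reduce the energy-transfer binding signal between the protein and its labelled peptide by more than half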;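 further: 0% = Smad3 plus labelled peptide maximal FRET and 100% = peptide-only background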
Target sequence (P84022 whole entry, looked up): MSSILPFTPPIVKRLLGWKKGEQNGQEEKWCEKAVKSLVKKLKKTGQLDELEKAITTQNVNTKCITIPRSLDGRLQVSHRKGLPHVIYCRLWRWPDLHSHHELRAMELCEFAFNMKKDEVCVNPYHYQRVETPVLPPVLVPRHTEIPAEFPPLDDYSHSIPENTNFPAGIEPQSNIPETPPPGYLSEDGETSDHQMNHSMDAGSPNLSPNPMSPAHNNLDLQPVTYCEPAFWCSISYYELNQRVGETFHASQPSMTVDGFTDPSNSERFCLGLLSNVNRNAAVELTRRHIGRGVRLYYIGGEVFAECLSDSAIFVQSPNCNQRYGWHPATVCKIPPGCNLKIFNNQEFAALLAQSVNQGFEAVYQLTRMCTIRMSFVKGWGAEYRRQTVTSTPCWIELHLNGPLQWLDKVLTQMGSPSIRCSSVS
H69AR inhibit = growth inhibitors of human H69AR lung tumor cells; H69AR lung tumor viability, ATP luminescence, 72 h; active compounds read low; viability, % at 10 µM; 85,000 compounds, 6% hits;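 active means viability at or below 40%; inactive means viability above 40%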;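 further: multidrug resistant small cell line overexpressing MRP-1 efflux transporter; 100% = mean luminescence of untreated control wells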
ERa coact pot = ER-alpha (human) coactivator binding potentiation | P03372 | TR-FRET ERalpha-LBD/SRC-Cy5 coactivator binding, 2 h; 100 = basal binding, no effect | coactivator binding (% of control), % at 25.6 µM | 86,000 compounds, 1.3% hits; in the data active means activity above about 200%;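 further: binding measured in presence of low estradiol as agonist stimulus; 0% = peptide alone without receptor and 100% = receptor with peptide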
sEH act = activators of human soluble epoxide hydrolase. P34913. purified human sEH enzymatic activity, activator screen. activation, % at 2 µM. 91,000 compounds, 0.04% hits; in the data active means activation above about 37%; further: values of inactives mirror those of a sister screen read the other way
Target sequence (P34913 whole entry, looked up): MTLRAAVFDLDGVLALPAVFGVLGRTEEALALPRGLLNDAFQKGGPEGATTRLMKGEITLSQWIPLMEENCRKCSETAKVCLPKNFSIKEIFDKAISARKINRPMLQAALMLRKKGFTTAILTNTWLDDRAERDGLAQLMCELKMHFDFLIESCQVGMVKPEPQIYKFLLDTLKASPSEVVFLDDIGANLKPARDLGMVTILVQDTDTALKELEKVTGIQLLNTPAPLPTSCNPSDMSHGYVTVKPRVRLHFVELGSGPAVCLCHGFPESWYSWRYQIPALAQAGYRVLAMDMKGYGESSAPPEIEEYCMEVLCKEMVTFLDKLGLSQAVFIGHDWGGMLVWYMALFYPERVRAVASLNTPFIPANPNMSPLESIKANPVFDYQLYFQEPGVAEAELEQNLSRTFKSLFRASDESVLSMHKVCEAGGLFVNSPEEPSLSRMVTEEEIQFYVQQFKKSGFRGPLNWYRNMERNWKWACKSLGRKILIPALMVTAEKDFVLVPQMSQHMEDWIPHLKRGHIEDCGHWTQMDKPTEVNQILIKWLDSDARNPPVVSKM
Numbers without * were called inactive; . = no result given; [ ] = another dose, or the depositor's remark.

Compound	ERb SRC1 inh	H69AR inhibit	Smad3 inh	Calb biofilm kill	Lung fibro prol	sEH act	ERa coact inh	HUVEC prolif 384	ERa coact pot
C=CCNC(=O)CSc1nnc(-c2cccs2)o1	-9	38*	-6	3	86	4	0	98	88
Cc1ccc(CN2CCSc3ccc(C(=O)N4CCN(c5ncccn5)CC4)cc32)cc1	30[fluorescence artefact?]	92	4	10	93	.	25[fluorescence artefact?]	80	378*[fluorescence artefact?]
COC(=O)C1Cc2c([nH]c3ccccc23)C(C)N1 (stereo not drawn)	-5	99	-2	-3	101	3	-1	91	98
COc1ccc(-n2ccnc2SCC(=O)Nc2ccc(OC)cc2OC)cc1	22	81	6	3	91	.	-2	93	111
Cc1ccc(C2N(c3nccs3)C(=O)C3CCCN32)cc1 (stereo not drawn)	-9	83	-1	4	96	0	8	91	128
N#Cc1c(NC(=O)CSc2ncnc3sccc23)oc(-c2ccco2)c1-c1ccco1	73*[fluorescence artefact?]	63	2	-2	95	-5	90*[fluorescence artefact?]	97	43[fluorescence artefact?]
Cc1cccc(NC(=S)NN2CCN(C)CC2)c1	-17	87	6	7	102	-7	3	95	109
CN1C(=S)SC(C)(C)C1NO (stereo not drawn)	-4	83	6	.	100	10	-2	97	132
CCOC(=O)c1c(NC(=O)c2cccs2)sc(C)c1C	2	78	4	7	98	-2	0	93	119
Cc1cnc(NC(=O)c2ccc(-c3nc4ccccc4s3)o2)s1	7	28*	5	7	103	18	6[fluorescence artefact?]	91	74[fluorescence artefact?]
Cc1ccc2[nH]c(=O)c(COC(=O)c3ccccn3)cc2c1	1	101	-9	7	104	-14	-1	96	95[fluorescence artefact?]
CN1CCc2cc3c(c4c2C1CC41CCC(=NO)CC1)OCO3 (stereo not drawn)	4	102	2	0	93	10	-11	97	112
CC1(C)NC(=O)N(CCCSc2ccc(Cl)cc2)C1=O	8	103	5	5	102	.	3	86	80
Cc1ccc2c(c1)-c1cc(C)nn1C(c1ccc3c(c1)OCO3)N2 (stereo not drawn)	7	93	4	8	96	-6	5	99	100
COc1cc(CNC2CCCC2)cc(OC)c1OC	-3[fluorescence artefact?]	90	3	2	105	3	2[fluorescence artefact?]	87	104[fluorescence artefact?]
O=C1c2ccccc2C(Nc2ccc(S(=O)(=O)N3CCOCC3)cc2)N1c1ccccn1 (stereo not drawn)	19[fluorescence artefact?]	75	2	10	97	1	22	111	85[fluorescence artefact?]
CCCN(CCC)S(=O)(=O)c1ccc(NS(C)(=O)=O)cc1	-6	94	4	11	91	-4	6	92	92
Cc1nc(-c2ccccc2O)n(-c2ccccc2)n1	-17	90	10[fluorescence artefact?]	4	105	-10	-5	107	86
CCc1nnc(NC(=O)CSc2nnc(Cc3cccn3C)n2C)s1	-6	99	-14	7	103	.	3	105	111
CC(=O)N(C)c1ccc(NS(=O)(=O)Cc2ccccc2)cc1	7	90	-4	6	122	-4	6	84	98[fluorescence artefact?]
O=C(Nc1ccon1)c1cc2ccccc2oc1=O	-14	88	29[fluorescence artefact?]	2	99	17	22	85	119[fluorescence artefact?]
O=S1(=O)CC(O)C(N2CCC(c3ccccc3)CC2)C1 (stereo not drawn)	17	106	-7	-1	109	-3	5	112	128
O=C(COC(=O)c1ccc(S(=O)(=O)NCc2ccco2)cc1)Nc1ccccc1OC(F)F	14	.	8	4	102	.	17	94	80
CCOc1ccccc1N/C=C(\C#N)c1nc2ccccc2n1C	-3	86	1	-1	97	-8	-4	88	107
Cc1oc(-c2ccccc2F)nc1CN1CCC(C(=O)NCc2cccs2)CC1	10[fluorescence artefact?]	86	5	1	103	-42	7	89	91[fluorescence artefact?]
CN1/C(=C\C(=O)CN2C(=O)NC3(CCCCCC3)C2=O)C(C)(C)c2ccccc21	2[fluorescence artefact?]	55	-2	9	99	-4	4	91	127
COc1cc2c(=O)n(Cc3ccco3)c(=O)n(CC(=O)c3cccc(Br)c3)c2cc1OC	16[fluorescence artefact?]	2.4*	-18[fluorescence artefact?]	6	97	0	25[fluorescence artefact?]	57	283*[fluorescence artefact?]
CCN(CC)S(=O)(=O)c1ccc2c(c1)nc(SCc1nc3ccsc3c(=O)[nH]1)n2CC	11	79	6	2	101	6	1	79	81
COC(=O)COc1ccc2occ(C(C)=O)c2c1	9	90	0	9	104	6	-5	102	99
C=CCn1c(=O)c2ccccc2n2c(SCc3nnc(-c4ccccc4Br)o3)nnc12	35	65	-3	2	87	.	52*[fluorescence artefact?]	98	71[fluorescence artefact?]
CN(C)/C=C(\C#N)C(=O)c1cccc(Oc2ccc(Br)cc2)c1	-6	99	4	14	97	4	-6	85	103
Cc1nnc(Sc2nc(Sc3nnc(C)s3)nc(N3CCN(C)CC3)n2)s1	60*[fluorescence artefact?]	0.6*	3	5	6.1*	.	-14	69	111
CCCCCc1nc2ccccc2c(=O)n1NC(=O)c1c(O)c2cccc3c2n(c1=O)CCC3	0	27*	0	4	92	3	-1	102	93[fluorescence artefact?]
Cc1ccc(-c2noc(C3CCCN(S(=O)(=O)c4ccc5ccccc5c4)C3)n2)o1 (stereo not drawn)	-1[fluorescence artefact?]	55	10	3	109	-3	9[fluorescence artefact?]	104	81
O=c1[nH]c(=O)n(Cc2ccco2)c2c1C(C(F)(F)F)(C(F)(F)F)N=C(c1ccco1)N2	-3	71	5	5	96	.	-5	73	117
O=C1CC(C(=O)Nc2ncccn2)C(c2ccccc2)O1 (stereo not drawn)	16[fluorescence artefact?]	95	-9	7	101	8	2	100	86
O=C(NCCN1CCOCC1)C1CCC(CNS(=O)(=O)c2ccc(Cl)cc2)CC1 (stereo not drawn)	-3	92	17	-2	89	-8	-11	97	103
CCOC(=O)c1c(NC(=O)CSc2nnc(-c3cccnc3)o2)sc(C)c1C	-3	93	8	-4	114	13	-4	106	97
CN(C)S(=O)(=O)c1cccc(C(=O)NCCc2ccccc2)c1	-7	95	22	6	109	-62	-3	97	107
CCOc1ccc(CCNS(=O)(=O)c2cnc[nH]2)cc1OCC	-6	98	-10	3	90	.	1	98	106
COc1ccc(Cl)cc1S(=O)(=O)NCc1cccs1	-1	91	-1	4	96	4	-6	78	101[fluorescence artefact?]
COCCNC(=O)NC1(C(F)(F)F)Oc2ccc(Cl)cc2O1 (stereo not drawn)	27[fluorescence artefact?]	34*	4	5	63	7	23[fluorescence artefact?]	57	81
CCOC(=O)c1ccccc1Oc1c(F)c(F)nc(NCCO)c1F	-1	89	0	10	91	18	-5	96	110
CCc1ccccc1NC(=S)N(CCN(C)C)C(C)c1ccccn1 (stereo not drawn)	-4	107	5[fluorescence artefact?]	10	96	-10	-1	96	98
O=C(c1ccccc1F)N1CCN(S(=O)(=O)c2ccc(S(=O)(=O)N3CCCCC3)cc2)CC1	6[fluorescence artefact?]	84	6	6	93	15	66*[fluorescence artefact?]	114	85[fluorescence artefact?]
CCOc1ccc(C(=O)Nc2c3c(nn2-c2cccc(Cl)c2)CS(=O)C3)cc1 (stereo not drawn)	-5	59	13	0	94	-4	-3	83	115
CCOC(=O)c1c(P(=O)(N2CCOCC2)N2CCOCC2)noc1N	-5[fluorescence artefact?]	91	3	5	92	2	-7	99	118
Cc1nn(Cc2ccccc2)c2sc(C(=O)N3CCN(Cc4ccc5c(c4)OCO5)CC3)cc12	6	59	1	2	97	-1	2	82	91
O=C(COC(=O)CCc1nc2ccccc2s1)Nc1cccc(S(=O)(=O)N2CCOCC2)c1	5	99	4	6	110	9	4	100	99
COC(=O)c1sccc1NC(=O)c1sccc1C	5[fluorescence artefact?]	94	-6	7	102	1	-1	107	153
O=C(CN1CCN(C2CCCCC2)CC1)NCCC1=CCCCC1	-10	76	3	8	95	-5	-11	89	154
O=c1[nH]c(-c2cccnc2)nc2ccccc12	32	93	-1	.	99	6	19	89	71[fluorescence artefact?]
Cc1ccc(-c2nn(CCC(=O)O)cc2CCC(=O)O)cc1	-5	94	-7	9	105	-1	3	106	95
CN(C)C(=O)CN1C(=O)C2CC=C(Cl)CC2C1=O (stereo not drawn)	-7	99	9	7	101	1	-11	90	125
COC(=O)CN(C#N)c1nc(SC)nc(N(C)C)n1	2	90	2	0	96	10	1	87	100
C=CCN1C(=O)/C(=C2/Sc3ccccc3N2C)SC1=Nc1ccccc1C	-7	71	-8	10	91	5	-9	90	112
Cc1nc2nc[nH]n2c(=O)c1CCC(C)C	3[fluorescence artefact?]	90	7[fluorescence artefact?]	0	99	5	3[fluorescence artefact?]	96	94
CC1Cn2c(nc3c2c(=O)[nH]c(=O)n3C)O1 (stereo not drawn)	1	89	-16	0	100	7	6	106	100
Clc1cc(Cl)c2nc(N3CCCC3)sc2c1	-16	96	-1	3	100	.	-12	101	110
Cc1cc(C)c(S(=O)(=O)/N=C2\C=CC(=O)C(Cl)=C2)c(C)c1	61*	117	5	4	103	-10	70*	94	82[fluorescence artefact?]

Next part, starting with the last 3 of the part before.
Compound	ERb SRC1 inh	H69AR inhibit	Smad3 inh	Calb biofilm kill	Lung fibro prol	sEH act	ERa coact inh	HUVEC prolif 384	ERa coact pot
CC1Cn2c(nc3c2c(=O)[nH]c(=O)n3C)O1 (stereo not drawn)	1	89	-16	0	100	7	6	106	100
Clc1cc(Cl)c2nc(N3CCCC3)sc2c1	-16	96	-1	3	100	.	-12	101	110
Cc1cc(C)c(S(=O)(=O)/N=C2\C=CC(=O)C(Cl)=C2)c(C)c1	61*	117	5	4	103	-10	70*	94	82[fluorescence artefact?]
O=C(CCCOc1ccc(Cl)cc1Cl)Nc1ccncc1	-1	100	13	3	101	-12	-12	72	92
Cc1ccc(C(=O)Nc2sc3c(c2C#N)CCCCC3)cc1C	-1[fluorescence artefact?]	82	1[fluorescence artefact?]	5	100	6	0	103	113
O=C(NCCC1=CCCCC1)c1ccc(Br)o1	-10	92	1	8	103	-16	-52	106	122
COC(=O)Cc1c(C)c2ccc(OC(=O)c3ccco3)cc2oc1=O	-10[fluorescence artefact?]	94	-4	-1	104	4	19	97	64
CCOC(=O)c1c(C)[nH]c(NC(=O)N2CCOCC2)c1C	-1	99	9	3	104	.	-7	93	134
Cc1cc(C)nc(N2CCCC(C(=O)NC3CCCC3)C2)n1 (stereo not drawn)	0	87	-4	8	97	10	-6[fluorescence artefact?]	90	131
CCNS(=O)(=O)c1ccc(NC(=O)Nc2cccc(OC)c2)cc1	-6	82	5	3	97	-77	-8	72	89
O=C(Nc1ccc(O)cc1)c1cc2n(n1)C(C(F)(F)F)CC(c1ccco1)N2 (stereo not drawn)	20[fluorescence artefact?]	.	4	9	90	7	10	71	88
COCCNC(=O)COc1cc(=O)n(C)c2ccccc12	-1	87	-1	7	99	6	-6	91	119
c1ccc(SCc2nc3ccccc3[nH]2)nc1	1	97	-4	4	107	-3	-2	101	115
COc1cccc(CNC(=O)CCCNS(=O)(=O)c2cccs2)c1	-12[fluorescence artefact?]	96	-4	0	93	-7	-16	96	114
CCCC(=O)NCCSC	0[fluorescence artefact?]	102	1	6	102	.	6	96	117

Assay outcomes deposited in PubChem by several laboratories.

Only part of the results is shown; count on the stated rates, not on these rows.
